From PubChem BioAssay
D2 antag: antagonizes the human D2 dopamine receptor. inhibition, % at 10 µM. actives 2% (n = 340,000). AID 485344. HEK293 TREx D2 cells, calcium flux, dopamine EC80; in the data active = inhibition above about 30%; also: 0% is about no effect
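Calcium flux kinetic readout in an inducible HEK293 TREx D2 line plated overnight at 30 C. After 180 s compound exposure, an EC80 dopamine challenge follows with another 180 s kinetic read to detect antagonism.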
TRHR PAM: TRH receptor (human) allosteric enhancement. P34981. TRHR cells, fluo-8 calcium fluorescence, EC20 TRH enhancement. enhancement, % at 2 µM. actives 0.66% (n = 360,000). AID 493056; in the data active = enhancement above about 30%; also: 0% is about no effect
Target sequence (P34981 whole entry, looked up): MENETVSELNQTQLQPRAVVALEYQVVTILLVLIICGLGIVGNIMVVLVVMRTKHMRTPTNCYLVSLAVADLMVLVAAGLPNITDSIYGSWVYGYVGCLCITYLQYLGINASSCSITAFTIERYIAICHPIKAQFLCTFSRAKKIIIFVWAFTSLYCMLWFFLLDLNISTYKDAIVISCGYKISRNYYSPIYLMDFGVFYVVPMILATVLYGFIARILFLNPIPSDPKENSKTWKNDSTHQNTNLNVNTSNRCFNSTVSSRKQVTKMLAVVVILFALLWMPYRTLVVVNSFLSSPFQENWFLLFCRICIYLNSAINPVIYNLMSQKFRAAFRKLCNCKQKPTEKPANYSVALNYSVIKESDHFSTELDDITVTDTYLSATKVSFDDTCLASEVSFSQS
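Enhancer read-out: after compound pinning and an initial kinetic agonist-mode read, an EC20 of TRH (10 nM final) was injected and fluo-8 calcium signal (Ex 480/Em 530) followed at 1 s/cycle for 100 cycles in TRHR-expressing cells.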
mIDH1 inhibitor: inhibitors of human mutant IDH1 R132H; IDH1-R132H enzyme, NADPH consumption, diaphorase/resazurin fluorescence; actives 0.093% (n = 390,000); O75874; Potency, µM (highest dose often 76.6 µM), for inactives: at the highest dose activity change, negative = inhibition, actives largely listed as inhibitors; also: potency is read from the fitted curve at half-maximal effect; % is scaled to controls: 0 for no effect and ±100 for the full control effect; nearly all actives have a fitted effect of over 65% in size
Target sequence (O75874 whole entry R132H, stated change not applied): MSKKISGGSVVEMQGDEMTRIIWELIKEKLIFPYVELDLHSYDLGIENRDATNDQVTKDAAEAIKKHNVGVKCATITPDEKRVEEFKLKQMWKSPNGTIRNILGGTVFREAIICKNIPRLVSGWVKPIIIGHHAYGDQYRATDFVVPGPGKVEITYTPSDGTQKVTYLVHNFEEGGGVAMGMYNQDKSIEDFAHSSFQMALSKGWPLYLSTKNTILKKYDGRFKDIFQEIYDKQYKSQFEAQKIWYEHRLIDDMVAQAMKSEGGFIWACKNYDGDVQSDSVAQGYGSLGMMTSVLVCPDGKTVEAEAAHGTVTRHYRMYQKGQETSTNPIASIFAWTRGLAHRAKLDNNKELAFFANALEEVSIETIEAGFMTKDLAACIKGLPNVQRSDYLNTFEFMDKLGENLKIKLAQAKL
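IDH1-R132H (0.5 ug/mL dispensed) in pH 7.5 Tris buffer was preincubated 30 min with compound, then given a substrate mix of 0.016 mM NADPH and 2 mM alpha-KG for 80 min at room temperature; remaining NADPH was read by diaphorase/resazurin fluorescence.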
D2 ag: agonists of human D2 dopamine receptor; P14416; activation, % at 2 µM; HEK293 T-REx D2 cells, calcium flux agonist mode; actives 0.53% (n = 340,000);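 active = activation over 3 SD above normal in the single-dose calcium agonist read, cut at about 30% in these data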; also: 0% is about no effect
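Agonism scored from kinetic calcium signal (1 read/sec, 180 s) following compound pin transfer, after a 10 s baseline. Cells: HEK293 Trex line expressing inducible D2 receptor coupled to calcium, dye-loaded after overnight culture at 30 C.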
PI4K2A block: blocks human PI4K2A kinase activity; purified PI4K2A, ADP-Glo luminescence, 1 h; hits give low values; actives 0.13% (n = 420,000); activity change, negative = inhibition, % at 76.9 µM; AID 1346378; in the data active = activity change below about -50%;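 also: -100% = wells without enzyme as full effect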
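ADP-Glo luminescence measured ADP generated by PI4K2A enzyme (4 ug/mL before mixing) with 1.2 mM PI substrate (pre-mix) and 300 microM ATP (pre-mix). Tris pH7.5 buffer with MgCl2, Triton X-100; 1 h reaction at ambient temperature.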
TrxR1 inh: rat TrxR1 inhibition | O89049 | recombinant rTrxR1, NADPH fluorescence consumption, selenite substrate | Potency, µM (series often up to 114 µM), for inactives: top-dose activity change, negative = inhibition, most hits filed as inhibitors | actives 1% (n = 390,000) | AID 588453; also: potency is read from the fitted curve at half-maximal effect; % is scaled to controls: 0 for no effect and ±100 for the full control effect; nearly all actives have a fitted effect of over 65% in size
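Rat TrxR1 (90 nM in the dispensed reagent) was pre-reduced with 400 uM NADPH for 5 min at room temperature, then incubated with compound for 15 min. After 400 uM selenite was added, NADPH fluorescence (Ex 340/Em 450 nm) was followed for 8 min.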
TRHR ag: TRH receptor (human) agonism. TRHR cells, calcium flux fluo-8, FDSS agonist mode. activation, % at 2 µM. AID 493084. actives 0.18% (n = 360,000); in the data active = activation above about 30%; also: 0% is about no effect
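TRHR-expressing cells, plated overnight in medium with 10% serum, were loaded with fluo-8 calcium dye at room temperature. After a 10 s baseline, library compound was pin-added and calcium release was recorded kinetically (ex 480/em 530) as agonist response.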
TrxR1 substrate: rat thioredoxin reductase 1 substrate activity; O89049; actives 0.01% (n = 390,000); AID 588456; purified TrxR1 substrate turnover, NADPH consumption readout; Potency, µM (top dose mostly 114 µM), for the others: at the top dose activity change, negative = substrate turnover; also: potency is read from the fitted curve at half-maximal effect; % is scaled to controls: 0 for no effect and ±100 for the full control effect; nearly all actives have a fitted effect of over 50% in size
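Rat TrxR1, dispensed at 90 nM, was prereduced with 400 uM NADPH (final) for 5 min at ~22 deg C, then incubated with compound 15 min before 400 uM selenite. A first-read NADPH fluorescence drop versus no-compound background flagged substrates.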
USP1-UAF1 inh: USP1/UAF1 (human) deubiquitinase inhibition | Potency, µM (top dose mostly 57.1 µM), for the others: at the highest dose activity change, negative = inhibition, most hits filed as inhibitors | AID 743255 | actives 0.23% (n = 390,000) | recombinant USP1/UAF1, Ub-Rhodamine cleavage fluorescence | O94782; also: potency is read from the fitted curve at half-maximal effect; % is scaled to controls: 0 for no effect and ±100 for the full control effect; nearly all actives have a fitted effect of over 60% in size; inactives centre near -12
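1 nM enzyme complex + cpd, 15 min RT; start with Ub-Rho 150nM final; kinetic fluorescence ex 480/em 540, 6 reads q60 s. Buffer 50mM HEPES pH 7.8, 0.5mM EDTA, 0.1 mg/ml BSA, 1mM TCEP, 0.01% Tween-20.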
The depositor's hits bear a star; [ ] = another dose, or the depositor's remark. Unless noted, calls follow the shape of the dose curve; as a rule, active = well fitted inhibition curve with a large enough effect; inconclusive = small, poorly fitted or top-dose-only effect; inactive = no such curve, though single readings can be large or run the other way. Hits appear at their usual frequency; any-hit rate near 3.9%.

Screening CN(CC(=O)Nc1cc(S(=O)(=O)N2CCCC2)ccc1Cl)Cc1cccs1 returned D2 antag 18, TRHR PAM 12, mIDH1 inhibitor 6%, D2 ag -0.1, PI4K2A block -2, TrxR1 inh 13%, TRHR ag 0.5, TrxR1 substrate 0% and USP1-UAF1 inh -6%.
O=c1c[n+]([O-])c2ccccc2n1OCc1c(F)cccc1F was read as D2 antag -15, TRHR PAM -7, mIDH1 inhibitor 9%, D2 ag -0.6, PI4K2A block 16, TrxR1 inh -24%[11.4 µM], TRHR ag 1.8, TrxR1 substrate 0%[11.4 µM] and USP1-UAF1 inh -9%.
`O=C(N/N=C/c1cc([N+](=O)[O-])ccc1N1CCNCC1)c1ccc([N+](=O)[O-])cc1` gave mIDH1 inhibitor 3%, PI4K2A block 5, TrxR1 inh 7%, TrxR1 substrate 1% and USP1-UAF1 inh -3%.
CCN1C(=O)[C@H]2[C@@H](c3ccc(-c4ccc(F)cc4)c(OC)c3)N[C@@](C)(C(=O)OC)[C@H]2C1=O was read as D2 antag 16, TRHR PAM -8, mIDH1 inhibitor 4%, D2 ag -0.4, PI4K2A block -2, TrxR1 inh 79µM*, TRHR ag -0.1, TrxR1 substrate 1% and USP1-UAF1 inh -27%.
For COc1ccc(C(=O)OCC(=O)c2ccc(C)c(S(=O)(=O)N3CCOCC3)c2)cc1OC the results were D2 antag 0, TRHR PAM -7, mIDH1 inhibitor -2%, D2 ag 1.2, PI4K2A block -3, TrxR1 inh 39%, TRHR ag 0.0, TrxR1 substrate 12% and USP1-UAF1 inh -13%.
For O=C(CSc1ccc2nnc(-c3ccccc3)n2n1)N1CCCCC1 the results were mIDH1 inhibitor 10%, PI4K2A block 5, TrxR1 inh 13%, TrxR1 substrate 15% and USP1-UAF1 inh -12%.
CCn1c(=O)cc(SCC(=O)N2CCN(c3ccccc3OC)CC2)c2ccccc21 was read as D2 antag 13, TRHR PAM -5, mIDH1 inhibitor 6%, D2 ag 0.1, PI4K2A block 1, TrxR1 inh -8%, TRHR ag -0.4, TrxR1 substrate -5% and USP1-UAF1 inh -9%.
For Cc1n[nH]c(C)c1S(=O)(=O)N(C)Cc1ccco1 the results were D2 antag 1, TRHR PAM 2, mIDH1 inhibitor -6%, D2 ag 0.2, PI4K2A block -1, TrxR1 inh 11%, TRHR ag 0.5, TrxR1 substrate -1% and USP1-UAF1 inh -19%.
Screening COc1ccc(NC(=O)CC2C(=O)N(C)C(=S)N2CCc2ccc(F)cc2)cc1 (stereo unspecified) returned D2 antag -18, TRHR PAM 5, mIDH1 inhibitor 9%, D2 ag 3.3, PI4K2A block -2, TrxR1 inh -5%[57.1 µM], TRHR ag 2.3, TrxR1 substrate -1%[57.1 µM] and USP1-UAF1 inh 7%.
Screening COc1ccc(Nc2cc(C)c3cc(NC(=O)Cc4c(F)cccc4Cl)ccc3n2)cc1 returned TRHR PAM 13, mIDH1 inhibitor 9%, D2 ag -0.9, PI4K2A block 0, TrxR1 inh 28%, TRHR ag 0.4, TrxR1 substrate 14% and USP1-UAF1 inh -29%.
C/C(CCN1CCc2nc(-c3ccccc3)c(-c3ccccc3)cc2C1)=N\O[C@@H](C)c1cn([C@H](CO)Cc2ccccc2)nn1 was read as D2 antag -16, TRHR PAM -5, D2 ag -0.4 and TRHR ag -0.9.
CC1(C)C(=O)NCCN1C(=O)CC1C(=O)NCCN1CC(c1ccccc1)c1ccccc1 (stereo unspecified) was read as D2 antag 1, TRHR PAM 3, mIDH1 inhibitor -4%, D2 ag -0.8, PI4K2A block 0, TrxR1 inh -16%, TRHR ag 1.3, TrxR1 substrate -1% and USP1-UAF1 inh -8%.
`N#CC1(NC(=O)CSc2nnc(-c3ccccc3F)o2)CCCCC1` gave D2 antag -5, TRHR PAM 0, mIDH1 inhibitor -6%, D2 ag 0.4, PI4K2A block 1, TrxR1 inh 8%[57.1 µM], TRHR ag -0.1, TrxR1 substrate 0%[57.1 µM] and USP1-UAF1 inh -8%.
Screening COc1ccccc1OCCNC(=O)c1cc(SC)ccc1Cl returned D2 antag 11, TRHR PAM 2, mIDH1 inhibitor -4%, D2 ag -1.1, PI4K2A block 2, TrxR1 inh 7%, TRHR ag -1.3, TrxR1 substrate 5% and USP1-UAF1 inh -5%.
Cc1ccc(C(=O)NCCCNC(=O)c2ccccc2C)cn1 was read as D2 antag -27, TRHR PAM 18, mIDH1 inhibitor 23%, D2 ag 0.9, PI4K2A block -2, TrxR1 inh 5%, TRHR ag 1.6, TrxR1 substrate -1% and USP1-UAF1 inh 1%.
`COc1cccc(Cn2c(C)c(CNCc3ccccc3Cl)c(C(=O)O)c2C)c1` gave TRHR PAM -2, mIDH1 inhibitor 4%, D2 ag -0.4, PI4K2A block 9, TrxR1 inh 4%, TRHR ag 0.5, TrxR1 substrate 7% and USP1-UAF1 inh -5%.
`C=CCn1c(SCC(=O)Nc2ccc(F)cc2)nc2ccccc2c1=O` gave D2 antag -14, TRHR PAM -9, mIDH1 inhibitor -5%, D2 ag -1.4, PI4K2A block 3, TrxR1 inh 16%, TRHR ag -0.6, TrxR1 substrate 0% and USP1-UAF1 inh -24%.
`O=C(NCCc1ccccn1)c1nc(Cn2cc([N+](=O)[O-])cn2)no1` gave D2 antag 0, TRHR PAM 0, mIDH1 inhibitor -3%, D2 ag 3.9, PI4K2A block 3, TrxR1 inh 16%[57.1 µM], TRHR ag -0.1, TrxR1 substrate 8%[57.1 µM] and USP1-UAF1 inh -12%.
`CC(C)CC1CCCCC1OC(=O)C[N+]1(C)CCCCC1` (stereo unspecified) gave D2 antag -4, TRHR PAM 7, mIDH1 inhibitor 5%, D2 ag -0.2, PI4K2A block 4, TrxR1 inh -7%[57.1 µM], TRHR ag -0.3, TrxR1 substrate -3%[57.1 µM] and USP1-UAF1 inh -24%.
Screening CC(C)C1Nc2c(O)cc(Cl)c([N+](=O)[O-])c2C2C=CCC21 (stereo unspecified) returned D2 antag -2, TRHR PAM 2, mIDH1 inhibitor -13%, D2 ag 2.4, PI4K2A block -3, TrxR1 inh -29%, TRHR ag 1.6, TrxR1 substrate -6% and USP1-UAF1 inh -15%.
CCCNC(=S)Nc1ccc(Oc2ccccc2)cc1 was read as D2 antag -3, TRHR PAM -2, mIDH1 inhibitor 3%, D2 ag 0.0, PI4K2A block 5, TrxR1 inh 8%, TRHR ag -0.3, TrxR1 substrate 1% and USP1-UAF1 inh -10%.
`CCN(Cc1ccccc1)C(=O)C1CCN(Cc2ccc(OC)c(OC)c2OC)CC1` gave D2 antag -14, TRHR PAM 2, mIDH1 inhibitor 1%, D2 ag 1.0, PI4K2A block 6, TrxR1 inh 2%[57.1 µM], TRHR ag -0.5, TrxR1 substrate -4%[57.1 µM] and USP1-UAF1 inh -12%.
`CC(C)c1ccc(CN(C(=O)C2COc3ccccc3O2)C2CCS(=O)(=O)C2)cc1` (stereo unspecified) gave D2 antag -11, TRHR PAM 8, mIDH1 inhibitor 4%, D2 ag 0.2, PI4K2A block 3, TrxR1 inh -12%, TRHR ag 0.1, TrxR1 substrate -4% and USP1-UAF1 inh -13%.
For OCC[C@@H]1C[C@H](O)[C@@H](O)[C@@]2(Cc3ccccc3CCO2)O1 the results were D2 antag -9, TRHR PAM -2, mIDH1 inhibitor 7%, D2 ag -0.1, PI4K2A block 2, TrxR1 inh 20%, TRHR ag 0.2, TrxR1 substrate 5% and USP1-UAF1 inh -21%.
Screening COc1cc(OC)cc(C(=O)N[C@H](C(=O)NCc2ccccc2)C(C)C)c1 returned D2 antag 9, TRHR PAM -5, mIDH1 inhibitor -5%, D2 ag -0.3, PI4K2A block -1, TrxR1 inh 13%, TRHR ag -0.8, TrxR1 substrate -3% and USP1-UAF1 inh -10%.
`O=c1cc(-c2c(F)c(F)c(F)c(F)c2F)oc2ccccc12` gave D2 antag -9, TRHR PAM -4, mIDH1 inhibitor 1%, D2 ag 0.3, PI4K2A block 11, TrxR1 inh -4%, TRHR ag 1.2, TrxR1 substrate 5%[57.1 µM] and USP1-UAF1 inh -3%.
`O=C(O)c1cc(-n2nnnc2SCc2ccccc2F)ccc1Cl` gave D2 antag -6, TRHR PAM 1, mIDH1 inhibitor -4%, D2 ag 0.5, PI4K2A block 8, TrxR1 inh 7%, TRHR ag -0.4, TrxR1 substrate 11%[57.1 µM] and USP1-UAF1 inh 5%.
Screening Cc1cccc(NC(=O)CN2CCN(CC(=O)NCC3(N4CCCCC4)CCCCC3)CC2)c1C returned D2 antag 7, TRHR PAM 0, mIDH1 inhibitor 5%, D2 ag 0.1, PI4K2A block 0, TrxR1 inh -1%, TRHR ag 0.2, TrxR1 substrate -9% and USP1-UAF1 inh -22%.
For COc1cccc(/C=C/C(=O)OCC(=O)c2ccc(C)c(C)c2)c1OC the results were D2 antag 10, TRHR PAM -4, mIDH1 inhibitor 18%, D2 ag 0.7, PI4K2A block -9, TrxR1 inh 86%[activator], TRHR ag 1.4, TrxR1 substrate 48%[activator] and USP1-UAF1 inh -11%.
COc1ccccc1CNC(=O)CS(=O)(=O)c1ccccc1 was read as D2 antag 0, TRHR PAM 7, mIDH1 inhibitor -2%, D2 ag 1.9, PI4K2A block 5, TrxR1 inh 14%, TRHR ag 0.1, TrxR1 substrate 12% and USP1-UAF1 inh -13%.
